Salmonella PhoP GFP: PhoP-dependent GFP reporter repression – Salmonella Typhimurium, primary screen (AID 1863). one-dose inhibition, % at 50 µM; IC50 in µM for titrated hits. 300,000 tested, 0.16% active. S. Typhimurium PhoP-regulated promoter GFP reporter, 4 h; higher % means a stronger effect;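 active = inhibition over 29.93%, a cutoff 3 SD above the screen mean, later confirmed by dose response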;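 also: 0% = low Mg2+ inducing control and 100% = high Mg2+ repressing control; strong numbers were not always called active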
GPR55 antagonists: inhibition of LPI-stimulated GPR55 beta-arrestin translocation – imaging, U2OS, beta-arrestin-GFP, LPI agonist, primary screen (AID 2013) | U2OS GPR55 beta-arrestin-GFP translocation imaging, LPI antagonism; higher % means a stronger effect | 290,000 tested, 0.13% active | one-dose inhibition, % at 10 µM; IC50 in µM for titrated hits;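 active = spots per cell inhibited over 60%, with over 100 cells counted and total cytoplasm intensity under 500,000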;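 also: U2OS cells stably carrying GPR55 and arrestin-GFP stimulated by 5 µM LPI near EC80; imaged beta-arrestin-GFP aggregate spots per cell after agonist stimulation; plate controls were LPI-stimulated DMSO wells for no effect and DMSO wells without LPI for full effect; some results filed as inactive read as strong as hits; confirmed hits need IC50 under 10 µM and bright autofluorescent wells are also inconclusive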
West Nile antiviral: West Nile virus antiviral activity, cell-based, CPE readout (AID 1621); West Nile virus-infected cells, CPE inhibition; higher % means a stronger effect; CPE inhibition, % at 10 µM, or IC50 in µM where a hit was titrated; 290,000 tested, 0.02% active; in the data active = a potency from the dose series; also: strong numbers were not always called active
GPR55 beta-arrestin: selective activators of receptor GPR55 – imaging, U2OS cells, beta-arrestin-GFP redistribution, primary screen (AID 1961); activation, % at 10 µM, or EC50 in µM where a hit was titrated; U2OS GPR55 beta-arrestin-GFP redistribution imaging; higher % means a stronger effect; 290,000 tested, 0.048% active;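 active = activation above 40% with more than 50 cells counted in the well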;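 also: U2OS osteosarcoma cells stably expressing GPR55 and beta-arrestin-GFP; plate controls were DMSO negative control for no effect and LPI positive control for full effect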
NTR1 agonist: agonists of NTR1, primary screen, imaging, U2OS cells, beta-arrestin-GFP, high content (AID 493036) | activation, % at 20 µM | P30989 | 330,000 tested, 0.17% active | NTR1-U2OS beta-arrestin-GFP spot imaging, agonist mode;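 active = activation at or above 40% of the spot to cytoplasm intensity ratio, with at least 20 cells analyzed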;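 also: 0% = DMSO without peptide and 100% = 100 nM NTR1 peptide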
Target sequence (P30989 whole entry, looked up): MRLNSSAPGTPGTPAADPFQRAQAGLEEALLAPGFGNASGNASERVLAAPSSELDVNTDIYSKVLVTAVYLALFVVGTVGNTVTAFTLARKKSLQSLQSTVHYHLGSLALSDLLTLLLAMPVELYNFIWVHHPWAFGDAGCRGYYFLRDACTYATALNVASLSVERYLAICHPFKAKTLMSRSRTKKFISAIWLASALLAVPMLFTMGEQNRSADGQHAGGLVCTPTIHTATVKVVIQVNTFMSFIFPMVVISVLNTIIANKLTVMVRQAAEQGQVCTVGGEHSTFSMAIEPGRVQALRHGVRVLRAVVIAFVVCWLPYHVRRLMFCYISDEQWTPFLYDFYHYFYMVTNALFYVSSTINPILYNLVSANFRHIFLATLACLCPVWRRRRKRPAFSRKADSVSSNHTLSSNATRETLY
T cell modulator: T cell immune modulators affecting CD8 T cell-vesicle binding | AID 2052 | calls only at 7 µM | 2C CD8+ T cell-vesicle binding, flow cytometry; hits give low values | 330,000 tested, 0.068% active;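 active = response, share of CD8 T cells binding vesicles, and their 90th percentile fluorescence all below set limits, cut at about 80% in these data, passing the limit was not always enough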
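Incubation: binding step 1.5 h, 37 °C, antibody labelling 20 min, ice; system: murine 2C transgenic CD8+ T lymphocytes; technique: cytometric PE anti-B7-1 and Alexa647 anti-CD8 signals after 1% paraformaldehyde fixation; also added: QL9-charged Drosophila Ld/ICAM-1/B7-1 vesicles; control set: naked versus QL9-loaded vesicles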
KOR beta-arrestin-1: KOR antagonists, beta-arrestin recruitment, cell-based, luminescence, uHTS (AID 1778); KOR beta-arrestin recruitment, luminescence, antagonist mode; higher % means a stronger effect; inhibition, % at 10 µM, or IC50 in µM where a hit was titrated; 290,000 tested, 0.091% active; in the data active = inhibition above about 50%; also: strong numbers were not always called active
KOR beta-arrestin-2: KOR agonists, beta-arrestin recruitment, primary screen, cell-based, luminescence, uHTS (AID 1777) | KOR beta-arrestin recruitment, luminescence; higher % means a stronger effect | one-dose activation, % at 10 µM; EC50 in µM for titrated hits | 280,000 tested, 0.02% active; in the data active = activation above about 50%, passing the limit was not always enough; also: a part of the inactive calls stands beside numbers as strong as those of hits
GPR35 arrestin U2OS: GPR35 antagonists blocking zaprinast-driven arrestin recruitment, primary screen, imaging, U2OS, beta-arrestin-GFP, zaprinast agonist (AID 2058) | U2OS GPR35 beta-arrestin-GFP translocation imaging, zaprinast antagonism; higher % means a stronger effect | one-dose inhibition, % at 10 µM; IC50 in µM for titrated hits | 290,000 tested, 0.052% active;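 active = inhibition of at least 50% with at least 30 cells and total cytoplasm GFP at most 10,000,000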
T cell modulator vesicle-bound %: also measured in T cell modulator; calls as there; double positive events, %; measured here: CD8+ vesicle-bound cell fraction;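 binding gate set so that unloaded-vesicle control wells show 10% double positive cells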
NTR1 agonist cell count 20 µM: also measured in NTR1 agonist; calls as there; cell count; measured here: cell count, cytotoxicity flag
The depositor's hits bear a star; i = inactive; · = not tested or not shown; [ ] = another dose, or the depositor's remark.

SMILES	Salmonella PhoP GFP	GPR55 antagonists	West Nile antiviral	GPR55 beta-arrestin	NTR1 agonist	NTR1 agonist cell count 20 µM	T cell modulator	T cell modulator vesicle-bound %	KOR beta-arrestin-1	KOR beta-arrestin-2	GPR35 arrestin U2OS
Cc1nc(C)c(-c2csc(Nc3cccc(O)c3)n2)s1	6%	1%	1.2%	-0.1%	4.0	43	i	67	7%[20 µM]	·	-2%
CC(=O)c1ccc(NC(=O)c2sc3nc4n(c(=O)c3c2C)CCCCC4)cc1	2%	-2%	-0.1%	-0.2%	3.0	44	i	40	-23%	2.9%	13%
CCn1c(SCC(=O)N2CCCCC2C)nc2ccsc2c1=O (stereo unspecified)	-13%	4%	0.4%	0.0%	-0.2	48	i	10	-16%	-1.2%	11%
Cc1cc(C)cc(N2CC(C(=O)Nc3cc(C)on3)CC2=O)c1 (stereo unspecified)	-5%	-6%	-0.4%	-0.1%	1.4	50	i	28	-33%	-0.3%	-10%
CCOC(=O)N1CCN(C(=O)c2cc(COc3cccc(C(C)=O)c3)on2)CC1	1%	0%	-0.8%	-0.1%	0.1	54	i	28	-17%	6.5%	-8%
CCc1cc2c(cc3c(=O)n(CC(=O)NCCCN4CC(C)CC(C)C4)ncn32)s1 (stereo unspecified)	2%	6%	-0.5%	-0.1%	·	·	·	·	37%	-7.7%	2%
CC(C)(C)c1ccc(S(=O)(=O)Nc2noc3ccccc23)cc1	0%	-2%	-0.1%	-0.1%	-1.0	83	i	63	26%	-14%	3%
CN(c1ccccc1)S(=O)(=O)c1ccc2[nH]c(=O)[nH]c2c1	-2%	2%	-0.4%	0.1%	0.2	65	i	24	-8%[20 µM]	5.1%	11%
CCOc1ccccc1CN1CCC(n2nccc2NC(=O)C2CCCC2)CC1	3%	10%	0.7%	-0.1%	0.9	68	i	61	30%	-4.5%	5%
CC(C)N1CCC(n2nccc2NC(=O)c2ccc3c(c2)OCO3)CC1	-1%	8%	-0.6%	-0.1%	0.7	73	i	13	27%	1.7%	0%
CC[C@H](C)[C@@H](C(=O)N1CCNCC1)n1cc([C@@H](N)CC(C)C)nn1	-5%	14%	-0.4%	-0.1%	-0.6	102	i	31	-3%	-3.2%	-6%
Cc1cnn(C(=O)c2ccccc2Br)c1	-2%	-5%	0.2%	0.3%	-0.1	65	i	22	36%	-2.4%	-3%
O=C(Nc1ccc(Cl)cc1)c1cccc(S(=O)(=O)Nc2ccccn2)c1	-5%	-8%	0.8%	-0.2%	0.4	48	i	11	-6%	3.3%	-18%
O=C(CCSc1nc(-c2ccc3c(c2)OCO3)cc(C(F)(F)F)n1)NCc1ccccc1	3%	5%	-0.4%	0.0%	1.1	52	i	41	0%	1.2%	1%
CSc1ncc(CN2CCN(CCC(C)C)C(CCO)C2)cn1 (stereo unspecified)	·	3%	-0.7%	-0.1%	4.6	54	i	39	-13%[20 µM]	·	11%
CCCCCC(O)(c1ccc(OC)cc1)C(CN1CCOCC1)c1ccccc1 (stereo unspecified)	-3%	-3%	-1.2%	0.0%	4.0	56	i	20	1%	-0.6%	2%
CCOC(=O)C1CCCN(C(=O)/C=C/c2ccc(OC)cc2)C1 (stereo unspecified)	2%	10%	-0.3%	-0.1%	-0.6	85	i	63	-13%[20 µM]	·	-2%
O=C(O)c1ccc(N/N=C/C2=C(N3CCOCC3)C(=C\c3ccccc3)/CC2)cc1	-16%	40%	1.4%	-0.1%	4.7	46	i	16	22%	3.2%	-5%
O=c1cc(-c2ccccc2)c2c([nH]1)CCCC2	6%	9%	-0.1%	0.4%	·	·	·	·	15%	-2.4%	4%
CC(=O)NC(Cc1cccc(F)c1)C(=O)NC1CCN(C(=O)Nc2ccccc2)CC1 (stereo unspecified)	5%	1%	0.0%	-0.1%	0.0	58	i	32	-8%	0.8%	1%
CN(c1ccc(OCC(=O)Nc2ccc3[nH]c(=O)[nH]c3c2)cc1)S(=O)(=O)c1ccc(Cl)cc1	-4%	-6%	0.5%	-0.1%	-1.1	67	i	29	12%	1.2%	3%
CCOC(=O)Oc1ccc2oc(=O)cc(C)c2c1	3%	-1%	0.3%	0.5%	-1.3	82	i	14	32%	12%	-9%
Cc1sc2nc(C(C)C)nc(SCC(=O)N3c4ccccc4CC3C)c2c1C (stereo unspecified)	10%	9%	-1.0%	0.6%	6.5	40	i	50	20%	5.7%	-4%
CCN(C(=O)Cn1c(=O)oc2ccccc21)c1cccc(C)c1	-6%	0%	0.1%	-0.1%	2.6	85	i	64	-4%	-1.1%	1%
CCN(CC(=O)Nc1ccc2c(c1)OCCO2)C(=O)/C=C/c1ccc(OC)cc1OC	8%	12%	0.3%	-0.1%	0.3	41	i	6	-4%	-0.9%	13%
COc1ccccc1/C=[N+](\[O-])C1SC(=S)N(C)C1(C)C (stereo unspecified)	0%	16%	0.2%	-0.1%	14	41	i	27	-8%	-0.6%	-1%
CC1CCCCN1CCCNC(=O)c1nn(C)c2c1CSc1ccccc1-2 (stereo unspecified)	-6%	3%	1.4%	0.1%	1.1	61	i	30	-45%	-0.7%	14%
C=C1CCN([C@@H](C)C(=O)NCCCCCC)S(=O)(=O)c2ccccc21	1%	14%	-0.7%	0.0%	2.6	62	i	32	24%	-7.0%	-4%
Cn1c(NCCN(CCO)CCCc2ccc([N+](=O)[O-])cc2)cc(=O)n(C)c1=O	8%	·	-0.2%	·	-1.6	51	i	60	·	·	·
Cc1ccc(S(=O)(=O)NCCSc2ncccn2)cc1	6%	10%	-0.3%	-0.1%	0.4	47	i	12	-46%[20 µM]	·	-7%
COc1ccc(N2CCN(c3nc(Nc4ccc(C)c(F)c4)nc(N4CCCC4)n3)CC2)cc1	-2%	14%	0.8%	0.0%	0.0	47	i	20	-9%	-4.4%	1%
Cc1ccc(/C(=N/Nc2ncnc3ccccc23)C(=O)O)cc1	-1%	8%	0.6%	-0.2%	6.4	44	i	50	-9%	11%	-4%
CC(NC(=O)C(=O)NCCN1CCN(C(=O)c2ccccc2Br)CC1)c1ccccc1 (stereo unspecified)	-6%	-3%	-0.9%	-0.1%	1.6	37	i	27	-11%	4.6%	-4%
COc1ccccc1CN(C(=O)c1cnccn1)C(C(=O)NC1CCCCC1)c1cc(OC)c(OC)c(OC)c1 (stereo unspecified)	-4%	12%	-0.4%	-0.2%	0.9	49	i	52	-8%	-0.1%	13%
N#Cc1ccc(CN2C=NS(=O)(=O)c3ccccc32)cc1	·	7%	0.0%	0.0%	2.1	90	i	44	19%	-3.2%	8%
O=C(COc1ncnc2cc([N+](=O)[O-])ccc12)NCc1ccc2c(c1)OCO2	10%	-2%	-0.3%	0.0%	-0.7	61	i	60	6%	-5.5%	-3%
Cc1c(C(=O)N2CCCCC2)c(S(=O)(=O)N2CCN(c3ccc(Cl)cc3)CC2)c(C)n1C	-1%	6%	-0.5%	-0.3%	-0.1	53	i	9	-10%	-6.2%	17%
NC(=O)c1ccc(NC(=O)CSc2nnc(C3CCCCC3)n2N)cc1	-9%	-3%	0.1%	-0.1%	-1.0	56	i	29	-53%	-0.6%	6%
CCN(CC(=O)NCc1ccc(Cl)cc1)C(=O)c1cnc(Cl)c(Cl)c1	-3%	-1%	0.6%	0.2%	0.7	51	i	26	-10%	3.5%	1%
CCOC(=O)C(NC(=O)Nc1ccc(C(N)=O)cc1)(c1ccccc1)C(F)(F)F (stereo unspecified)	1%	0%	-0.2%	0.2%	0.1	42	i	44	-10%	2.6%	-8%
COc1cc(C2C(C#N)=C(N)Oc3n[nH]c(-c4cccnc4)c32)cc(Br)c1O (stereo unspecified)	-2%	-7%	-0.2%	-0.2%	3.7	35	i	51	35%	-6.7%	1%
COc1cc2c(cc1OC)CN(C(=O)CC1CC3CCC1C3)CC2 (stereo unspecified)	5%	13%	-0.2%	-0.1%	1.2	82	i	18	16%	-3.6%	1%

By substructure, the entries above containing an aryl thioether with sulfur outside any ring.
SMILES	Salmonella PhoP GFP	GPR55 antagonists	West Nile antiviral	GPR55 beta-arrestin	NTR1 agonist	NTR1 agonist cell count 20 µM	T cell modulator	T cell modulator vesicle-bound %	KOR beta-arrestin-1	KOR beta-arrestin-2	GPR35 arrestin U2OS
CCn1c(SCC(=O)N2CCCCC2C)nc2ccsc2c1=O (stereo unspecified)	-13%	4%	0.4%	0.0%	-0.2	48	i	10	-16%	-1.2%	11%
O=C(CCSc1nc(-c2ccc3c(c2)OCO3)cc(C(F)(F)F)n1)NCc1ccccc1	3%	5%	-0.4%	0.0%	1.1	52	i	41	0%	1.2%	1%
CSc1ncc(CN2CCN(CCC(C)C)C(CCO)C2)cn1 (stereo unspecified)	·	3%	-0.7%	-0.1%	4.6	54	i	39	-13%[20 µM]	·	11%
Cc1sc2nc(C(C)C)nc(SCC(=O)N3c4ccccc4CC3C)c2c1C (stereo unspecified)	10%	9%	-1.0%	0.6%	6.5	40	i	50	20%	5.7%	-4%
Cc1ccc(S(=O)(=O)NCCSc2ncccn2)cc1	6%	10%	-0.3%	-0.1%	0.4	47	i	12	-46%[20 µM]	·	-7%
NC(=O)c1ccc(NC(=O)CSc2nnc(C3CCCCC3)n2N)cc1	-9%	-3%	0.1%	-0.1%	-1.0	56	i	29	-53%	-0.6%	6%
